Wnt bcat act – Wnt/beta-catenin pathway activation | AID 743398 | Wnt/beta-catenin reporter cell assay, activator, plate reader | 1.2% of 300,000 active | activation, % at 9.35 µM; in the data active = activation above about 30%, passing the limit was not always enough; inconclusive = no clear call, values can overlap the other calls;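 note: 0% = neutral control wells and 100% = positive control wells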
V-ATPase pH – regulators of yeast V-ATPase proton transport | S. cerevisiae, pHLuorin cytosolic pH fluorescence | 0.37% of 350,000 active | response, % at 10 µM; in the data active = response mostly above about 7.3%, no sharp cut-off; inactive = mostly below about 5.4%; note: actives read high; inactives centre near 0; some compounds called inactive have numbers as strong as hits; reference of the scale not given here
Arrestin-AP2 inh – blocks beta-arrestin peptide binding to AP2 adaptin; FITC-arrestin peptide / GST-AP2 beads, flow cytometry; AP2 beta2 appendage carries R879A mutation; inhibition, % at 10 µM; 0.31% of 340,000 active; AID 504490;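 active = inhibition above a set limit, near 3 SD of compounds lacking own fluorescence, cut at about 54% in these data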;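 note: plate controls were DMSO wells for no effect and 5 µM unlabelled arrestin peptide for full effect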
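System: GST-AP2 R879A glutathione beads | Also added: FITC-arrestin peptide, 50 nM | Times: 12 min plus 1 h, RT | Signal: Bead flow cytometry, FITC channel | Buffer or medium: PBS with 0.05% Tween 20 and 0.1% BSA | Read-out basis: Percent drop in bead-associated FITC signal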
cardiac RTF act – cardiac RTF calcium sensitization; P19429+P45379; IANBD-labeled TnC RTF fluorescence at EC20 calcium; 0% EC20 calcium, 100% full calcium; activation, % at 7.2 µM; 0.24% of 340,000 active; AID 493008;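 active = activation above the mean over all tested compounds plus 3 SD, cut at about 30% in these data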;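 note: rise in fluorescence read as greater calcium sensitivity of cardiac thin filaments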
OPRM1-OPRD1 inv – inverse agonists of human mu-delta opioid receptor heterodimerization; P35372+P41143; cell-based MOR-DOR heterodimer luminescence, inverse agonism; inhibition, % at 9.3 µM; 0.21% of 340,000 active; AID 504357; in the data active = inhibition above about 22%, passing the limit was not always enough;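 note: 0% = cells with DMSO and 100% = wells without cells with DMSO; values of inactives mirror those of a sister screen read the other way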
Target sequence (P35372 whole entry, looked up): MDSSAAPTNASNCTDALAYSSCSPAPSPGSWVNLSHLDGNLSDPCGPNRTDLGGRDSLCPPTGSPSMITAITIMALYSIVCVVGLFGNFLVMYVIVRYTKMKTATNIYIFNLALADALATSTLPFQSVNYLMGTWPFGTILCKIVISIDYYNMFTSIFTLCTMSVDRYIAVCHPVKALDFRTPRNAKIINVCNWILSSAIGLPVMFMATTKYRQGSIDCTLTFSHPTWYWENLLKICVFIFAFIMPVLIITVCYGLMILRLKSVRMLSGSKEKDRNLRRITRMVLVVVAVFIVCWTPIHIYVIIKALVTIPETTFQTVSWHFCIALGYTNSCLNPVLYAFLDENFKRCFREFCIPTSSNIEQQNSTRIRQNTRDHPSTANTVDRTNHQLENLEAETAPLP
Target sequence (P41143 whole entry, looked up): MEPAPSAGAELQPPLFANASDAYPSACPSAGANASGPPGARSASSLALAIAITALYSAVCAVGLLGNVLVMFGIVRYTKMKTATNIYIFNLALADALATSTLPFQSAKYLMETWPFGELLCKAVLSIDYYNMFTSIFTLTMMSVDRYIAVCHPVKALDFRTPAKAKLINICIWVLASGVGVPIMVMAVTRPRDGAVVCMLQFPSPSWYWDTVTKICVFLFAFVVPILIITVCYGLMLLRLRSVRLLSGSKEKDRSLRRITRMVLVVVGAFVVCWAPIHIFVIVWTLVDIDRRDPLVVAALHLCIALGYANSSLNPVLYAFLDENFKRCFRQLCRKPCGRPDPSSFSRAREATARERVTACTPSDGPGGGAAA
MOR-DOR ag – agonists of human mu-delta opioid receptor heterodimerization; AID 504326; activation, % at 9.3 µM; 0.3% of 340,000 active; P35372+P41143; cells, OPRM1-OPRD1 heterodimerization, luminescence; in the data active = activation above about 18%;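 note: 0% = vehicle-treated cells and 100% = reference agonist; values of inactives mirror those of a sister screen read the other way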
C-LANA FP – inhibitors of KSHV LANA C-terminal domain DNA binding; inhibition, % at 9 µM; AID 504423; MBP-C-LANA/FAM-LBS DNA binding, fluorescence polarization; 0.078% of 340,000 active;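 active = highest replicate inhibition at or above 60% at 9 µM, even if other replicates fall short; inactive = all replicates below 60% inhibition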;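 note: 0% = neutral control wells and 100% = 4 µM acridine orange control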
RTF Ca sens inh – cardiac RTF calcium desensitization; P19429+P45379; IANBD-labeled cardiac RTF, Ca2+ fluorescence; inhibition, % at 7.15 µM; 0.12% of 340,000 active; AID 493244;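 active = inhibition above the mean inhibition of all tested compounds plus 3 SD, cut at about 17% in these data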;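 note: assay run at fixed EC70 calcium of 1.6 mM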
Keap1-Nrf2 PPI – disrupts human Keap1 binding to Nrf2 peptide. Q14145. Keap1 Kelch-Nrf2 peptide fluorescence polarization, 1536-well. inhibition, % at 9.4 µM. 0.15% of 340,000 active. AID 504523; in the data active = inhibition above about 12%; inconclusive = no clear call, values can overlap the other calls; inactive = below about 7.3%;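 note: human Keap1 Kelch domain with fluorescein labeled Nrf2 9mer peptide probe; 0% = neutral control wells and 100% = peptide positive control; higher means more block of Keap1 binding to Nrf2 peptide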
Pemphigus Ab inh – inhibitors of pemphigus antibody binding to human desmoglein-3; P32926; DSG3-coupled beads, scFv-anti-DSG3-GFP binding, flow cytometry; active compounds read low; binding (percent of control), % at 10 µM; 0.48% of 310,000 active;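 active = binding more than 3 SD below its plate's average and above zero; inconclusive = below that plate limit but binding exactly zero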;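 note: hits lower antibody fragment binding to DSG3; some compounds called inactive have numbers as strong as hits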
* marks the source's active call; other numbers are inactive results; ? = inconclusive; / = no result given.

SMILES	Wnt bcat act	V-ATPase pH	Arrestin-AP2 inh	cardiac RTF act	OPRM1-OPRD1 inv	MOR-DOR ag	C-LANA FP	RTF Ca sens inh	Keap1-Nrf2 PPI	Pemphigus Ab inh
O=C(c1cc(C2CC2)nn1-c1ccccc1)N1CCN(Cc2ccccc2F)CC1	1	-4	-14	-7	-11	2.0	-0.2	1	-1	106
Cc1ccc(C(=O)Nc2nnc(S(=O)(=O)N3CCCCCC3)s2)cc1	-3	0	-6	-3	6	-1.2	-1.1	1	-3	84
Cc1ccc(S(=O)(=O)Cc2ccc(C(=O)NC3CCCC3)o2)cc1	-3	1	6	-4	4	-0.8	0.2	-6	3	103
CCCCN(Cc1ccccc1)c1ncnc2nc[nH]c12	/	1	10	2	-43	7.3	1.3	-9	1	105
CC(=O)c1ccc(NC(=O)c2ccccc2Sc2ncnc3sc(C)c(C)c23)cc1	1	2	15	-5	-1	0.1	0.2	-4	3	94
Cc1ccc(S(=O)(=O)/N=C(/NC(=S)Nc2cccc(C)c2)c2ccccc2)cc1	/	-3	2	0	15	-2.5	0.7	-6	-4	106
CCN(CC)CCNC(=O)c1ccccc1N	/	1	8	6	4	-0.7	-2.5	0	-2	99
COc1ccc(NC(=O)C(Br)C(C)C)cc1 (stereo not drawn)	0	2	42	-1	2	-0.3	-1.1	4	-1	101
C/C(=N\NC(=O)C(=O)Nc1cc(C)ccc1C)c1ccncc1	2	-4	-2	4	10	-2.0	0.0	5	-3	118
COc1ccc([N+](=O)[O-])cc1N(CC(=O)N1CCOCC1)S(C)(=O)=O	-4	-2	7	4	6	-1.1	-1.2	-7	-2	105
CCN1/C(=C2\SC(=S)N(Cc3ccccc3)C2=O)Sc2ccccc21	/	/	107*	18	-3	0.7	-1.3	3	-3	91
Brc1cc2c(cc1/C=N/Nc1nc(N3CCOCC3)nc(N3CCOCC3)n1)OCO2	-2	-3	7	-4	0	-0.1	-1.5	-7	-4	100
O=C(c1ccccc1)C1CCN(C(=O)C2CCC(=O)N(Cc3cccc(F)c3)C2)CC1 (stereo not drawn)	-1	5	-5	1	0	0.0	0.6	-5	-3	92
CCOc1ccc(NC(=O)COC(=O)C2CC2C)cc1 (stereo not drawn)	9	8	-8	5	9	-1.7	3.4	-13	-3	95
COC(=O)N1CC(=O)N(OC)C1c1ccc(Cl)cc1Cl (stereo not drawn)	/	-1	6	8	10	-1.6	1.2	-7	0	/
COc1ccc(CN(C(=O)c2cccs2)c2nccs2)cc1OC	-3	-4	9	-3	7	-1.2	2.6	-4	-2	/
COc1ccc(-c2cc(C(=O)NCCN3CCOCC3)no2)cc1OC	-3	-3	5	2	12	-2.2	1.5	-1	1	107
COc1cc(/C=N/n2c(=S)[nH]nc(C)c2=O)cc([N+](=O)[O-])c1O	-1	-1	-17	/	/	/	-1.1	/	0	101
O=C(C=P(c1ccccc1)(c1ccccc1)c1ccccc1)c1ccccc1-c1ccccc1C(=O)C=P(c1ccccc1)(c1ccccc1)c1ccccc1	-5	-2	14	-3	-242	55*	1.2	-6	-7	92
COc1ccc(OCCCn2cc(/C=C3/C(=N)N4C=C(C)SC4=NC3=O)c3ccccc32)cc1	4	-2	1	4	16	-3.2	1.5	-6	-4	95
O=C(NCc1ccc(F)cc1)c1cnccn1	1	-11	-5	0	7	-1.3	0.0	-7	-6	106
Cc1ccc2c(CC(=O)NCc3ccco3)coc2c1C	/	0	18	-7	14	-2.5	0.6	2	-3	114
C#CCOCCOCCOCCNc1nc(N2CCOCC2)nc(N2CCN(C(=O)[C@H]([C@@H](C)CC)n3cc(CCCCN)nn3)CC2)n1	-4	-5	5	1	6	-1.1	0.7	7	-2	106
COc1cc(OC)c(OC)cc1CNCc1ccc2c(c1)OCO2	1	2	4	1	6	-1.0	2.9	-3	-1	114
CCN(CC)c1ccc(C(=O)N/N=C(\C)c2ccc(O)cc2)cc1	-1	-2	5	-3	4	-0.8	2.3	7	-4	/

Following part
SMILES	Wnt bcat act	V-ATPase pH	Arrestin-AP2 inh	cardiac RTF act	OPRM1-OPRD1 inv	MOR-DOR ag	C-LANA FP	RTF Ca sens inh	Keap1-Nrf2 PPI	Pemphigus Ab inh
CSc1ccccc1NC(=O)c1ccc(Br)o1	6	6	-3	-4	5	-0.9	-1.0	-21	0	100
O=C(C1CCCN1C(=O)c1cccs1)N1CCN(Cc2ccc3c(c2)OCO3)CC1 (stereo not drawn)	/	-3	4	0	5	-0.9	-0.6	-17	-7	108
Cc1cc(OCC(=O)O/N=C(\N)c2ccccc2)ccc1Br	7	-5	2	-4	-12	1.9	-0.2	0	-4	77
COc1ccccc1NC(=O)N1CCCC1C(=O)NC1CCCCC1 (stereo not drawn)	2	5	38	-3	2	-0.5	-5.8	-17	0	101
Cc1ccsc1C(=O)c1sccc1C	-1	4	4	1	-9	1.2	0.5	2	2	107
O=C(CCSc1nnc(-c2ccco2)o1)Nc1ccc(F)cc1	0	-4	7	-5	8	-1.5	-1.9	-1	6	121
COc1cc2c(cc1OC)C(c1ccncc1)CC(=O)N2 (stereo not drawn)	/	-4	-12	2	14	-2.9	2.0	2	-3	94
O=C(O)c1cccnc1Sc1ccc(Cl)cc1	0	2	18	2	13	-2.3	-2.6	-9	-2	100
CCOC(=O)Cn1nnnc1C	0	0	4	-8	10	-2.0	0.8	-4	1	105
O=C(Nc1cc(C(=O)N2CCCC2)ccc1N1CCCC1)C1CC1	0	3	7	-2	11	-2.2	-1.0	-4	-10	110
COc1ccc(C2CC(c3cccc(F)c3)=NN2c2ccc(S(N)(=O)=O)cc2)cc1 (stereo not drawn)	-3	1	-7	2	-5	1.2	-1.2	-6	-2	103
O=C(/C=C/c1ccnc2ccccc12)c1cccs1	?	5	44	3	19	-3.7	-0.5	-6	1	74
CC(OC(=O)c1ccccc1O)C(=O)Nc1cccc(Cl)c1 (stereo not drawn)	0	3	9	1	-26	5.1	0.3	5	-2	104
c1cnc(Oc2ccc(-c3nnco3)cc2)cn1	-1	4	-7	-5	-12	2.0	-0.5	-6	-8	100
CC(C)CCn1c(SCC(N)=O)nc2c1c(=O)n(C)c(=O)n2C	-2	8	2	0	4	-0.7	-1.3	-9	-7	107
O=C1CN(C(=O)COC(=O)C23CC4CC(CC(O)(C4)C2)C3)c2ccccc2N1	-4	-1	6	3	10	-1.7	1.6	-9	-4	107
COc1ccccc1C(=O)COC(=O)CNC(=O)c1ccc(Br)o1	-3	-1	12	3	16	-3.0	0.3	-3	-1	123
Cc1ccc2c(c1)-c1c(cnn1CC(=O)O)CO2	/	8	-4	-4	11	-2.3	-0.4	12	-5	98
Cc1ccnc(N2CCC(C(=O)Nc3ccc(Oc4ccccc4)cc3)CC2)n1	1	4	-4	2	10	-1.9	0.4	3	-2	94
Cc1ccc2c(COC(=O)c3c(C)noc3C)cc(=O)oc2c1	0	-1	8	3	-13	2.9	3.0	1	-2	/
Cc1ccc(S(=O)(=O)N2CCOCC2)cc1NC(=O)c1cc(-c2ccccn2)nc2ccccc12	2	3	8	0	12	-2.2	0.6	7	1	99
O=C(Nc1nnc(C(F)(F)F)s1)c1ccc(N2C(=O)C3C4C=CC(C4)C3C2=O)cc1 (stereo not drawn)	/	-2	-14	-6	-6	0.9	1.0	4	5	104
COC(=O)[C@H](CC(C)C)NC(=O)CCc1nnc(COc2ccccc2)o1	-11	-1	13	4	15	-3.0	-1.1	1	-4	104
COc1cc(-c2nc(CN3CCN(CC(C)C)C(=O)[C@@H]3C)c(C)o2)ccc1F	-1	4	-4	1	-24	3.4	0.1	2	-3	118
O=C(CCCN1C(=O)/C(=C\c2ccco2)SC1=S)Nc1ccc(O)cc1C(=O)O	-2	0	2	-15	-20	4.1	109*	10	28*	124

The results go on.
SMILES	Wnt bcat act	V-ATPase pH	Arrestin-AP2 inh	cardiac RTF act	OPRM1-OPRD1 inv	MOR-DOR ag	C-LANA FP	RTF Ca sens inh	Keap1-Nrf2 PPI	Pemphigus Ab inh
CN(CC(=O)Nc1ccccc1C(F)(F)F)C(=O)Cc1ccc(S(=O)(=O)N2CCOCC2)s1	1	2	-21	-3	8	-1.3	-0.9	-5	-2	103
Cc1ccc(-c2noc(COC(=O)c3ccco3)n2)cc1	-1	0	-5	2	-2	0.4	-3.3	-2	3	118
COc1cccc(N(CC(=O)NCCSCc2ccc(Cl)cc2)S(C)(=O)=O)c1	-3	0	8	-6	2	-0.5	2.4	-12	-6	90
O=C(N=C1SC2CS(=O)(=O)CC2N1c1ccccc1)c1ccccc1 (stereo not drawn)	1	-3	-1	2	11	-2.2	5.4	-1	4	123
Cc1ccc2nc(NC(=O)CN3CCN(c4ccccn4)CC3)sc2c1	2	-5	39	-4	8	-1.9	-3.0	1	-1	104
CN(C)S(=O)(=O)c1ccc(N2CCCC2)c(C(=O)Nc2nccs2)c1	2	4	-18	1	14	-3.5	0.0	-4	-4	/
COCCOC(=O)C(C#N)c1nc2ccccc2nc1N1CCN(Cc2ccccc2)CC1 (stereo not drawn)	-3	5	8	-1	7	-1.8	7.5	-12	3	102

Gathered by group, those above with fluorine (eight)
SMILES	Wnt bcat act	V-ATPase pH	Arrestin-AP2 inh	cardiac RTF act	OPRM1-OPRD1 inv	MOR-DOR ag	C-LANA FP	RTF Ca sens inh	Keap1-Nrf2 PPI	Pemphigus Ab inh
O=C(c1cc(C2CC2)nn1-c1ccccc1)N1CCN(Cc2ccccc2F)CC1	1	-4	-14	-7	-11	2.0	-0.2	1	-1	106
O=C(c1ccccc1)C1CCN(C(=O)C2CCC(=O)N(Cc3cccc(F)c3)C2)CC1 (stereo not drawn)	-1	5	-5	1	0	0.0	0.6	-5	-3	92
O=C(NCc1ccc(F)cc1)c1cnccn1	1	-11	-5	0	7	-1.3	0.0	-7	-6	106
O=C(CCSc1nnc(-c2ccco2)o1)Nc1ccc(F)cc1	0	-4	7	-5	8	-1.5	-1.9	-1	6	121
COc1ccc(C2CC(c3cccc(F)c3)=NN2c2ccc(S(N)(=O)=O)cc2)cc1 (stereo not drawn)	-3	1	-7	2	-5	1.2	-1.2	-6	-2	103
O=C(Nc1nnc(C(F)(F)F)s1)c1ccc(N2C(=O)C3C4C=CC(C4)C3C2=O)cc1 (stereo not drawn)	/	-2	-14	-6	-6	0.9	1.0	4	5	104
COc1cc(-c2nc(CN3CCN(CC(C)C)C(=O)[C@@H]3C)c(C)o2)ccc1F	-1	4	-4	1	-24	3.4	0.1	2	-3	118
CN(CC(=O)Nc1ccccc1C(F)(F)F)C(=O)Cc1ccc(S(=O)(=O)N2CCOCC2)s1	1	2	-21	-3	8	-1.3	-0.9	-5	-2	103

Source: PubChem BioAssay
